Screening data (PubChem)
Cav32 inh: inhibitors of human Cav3.2 T-type calcium channel; 100,000 tested, 4% active; O95180; Cav3.2-expressing cells, Fluo-4 calcium fluorescence FDSS; hits give low values; B-score at 10 µM;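 active = single-dose well whose peak fluorescence ratio is a statistical outlier from its plate by either plate-standardised score or position-corrected B-score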
* = called active by the depositor. Some of the compounds tested; the hit share may differ from the screen's.

SMILES | Cav32 inh
CCCS(=O)(=O)N1CCC(C(=O)NCCc2ccccc2)CC1 | 0.42
O=C(Nc1ccc(N2CCOCC2)cc1)Nc1cnsn1 | -0.82
Cc1cc(C)c(C#N)c(SCCS(=O)(=O)Cc2ccc(Cl)cc2)n1 | -0.38
COc1ccccc1C(=O)OCC(=O)Nc1ccc(OC(F)F)cc1 | -0.92
O=C(CSc1nnc(Cc2cccs2)n1-c1ccccc1)Nc1ccc2c(c1)OCCO2 | -4.8*
O=C(OCCCN=C1NS(=O)(=O)c2ccccc21)C1CC(=O)N(c2ccc(Cl)cc2)C1 (stereo not given) | 1.7
COCc1cc(C)c(C#N)c(=S)[nH]1 | 1
CCOC(=O)CSc1nnc(-c2nnc(SCC(=O)OCC)n2CC)n1CC | 0.4
COC(=O)c1[nH]cnc1C(=O)c1ccccc1 | 0.46
CN(CCO)C1=CC(=O)CC(C)(C)C1 | 0.39
CC(C)(C)c1ccc(OCC(=O)NCCN2CCCC2)cc1 | -0.77
C#CCOc1c(Br)cc(/C=N/O)cc1OCC | -0.54
O=C(O)c1ccc(NCc2ccncc2)cc1 | 0.057
CCOC(=O)C1CCN(C(=O)Nc2ccc(NC(=O)C3CCN(C(=O)OCC)CC3)cc2)CC1 | -1.1
CCCOC(=O)c1ccc(NC(=O)CSC2=Nc3ccccc3C3CC=NN23)cc1 (stereo not given) | -3.3
O=[N+]([O-])c1ccc(/C=N/n2c(C3CCCCC3)n[nH]c2=S)cc1 | 0.12
CC(NC(=O)c1ccc(CS(=O)(=O)c2cccc(C(F)(F)F)c2)o1)c1ccc2c(c1)OCCO2 (stereo not given) | -2.1
CC(C)(C)c1nc(SCC(=O)Nc2nc3c(s2)CCCC3)c2ccccc2n1 | -2.8
O=C(Nc1ccn(C2CC(OC(=O)c3ccccc3)C(CO)O2)c(=O)n1)c1ccccc1 (stereo not given) | -0.23
N#CC1=C(N)N(c2ccccc2C#N)C2=C(C(=O)CCC2)C1c1ccsc1 (stereo not given) | 0.46
O=C(Cn1cnc2c(nnn2-c2ccc(F)cc2)c1=O)N1CCCC1 | -2
Cc1nn2c(-c3ccccc3)ccnc2c1-c1ccccc1 | -0.048
CCN(CC)S(=O)(=O)c1cccc(C(=O)NC(C(=O)Nc2nnc(C3CC3)s2)C(C)C)c1 (stereo not given) | -4.1
COc1cc(NC(=O)Cn2ncc3c2-c2ccccc2OC3)cc(OC)c1OC | 0.52
COC(=O)C1=C(C(=O)OC)[C@@H]2N(C)c3ccccc3[C@@]23C[C@@H](C(=O)OC)N(C(=O)c2cccs2)C3=N1 | -0.047
COC(=O)[C@@H]1[C@@H](C#N)C2(c3ccccc3-c3ccccc32)N(c2ccc(Cl)cc2)N1C#N | -0.18
COc1ccc(CCC(C)Nc2cccc(C)c2)cc1 (stereo not given) | -0.029
CCC(C)C(=O)Nc1ccc(OC)cc1OC (stereo not given) | -0.038
COC(=O)c1c(-c2ccc(Br)cc2)noc1N | 0.38
CCC(C)OC(=O)C(C)Oc1ccc(-c2ccccc2)cc1 (stereo not given) | -0.78
COc1ccc2nc(NC(=O)c3ccc(-n4nc(C)cc4C)cc3)sc2c1 | -0.37
CCOC(=O)Cn1c(=O)oc2cc(S(=O)(=O)NC(C)c3ccccc3)ccc21 (stereo not given) | 0.03
O=C(NCCCNC(=O)c1cccs1)c1cccs1 | -0.0073
COCCCNC(=S)NNC(=O)c1cccnc1 | 1.2
CCCCn1c(SCC(=O)N2c3ccccc3CCc3ccccc32)nc2c1c(=O)n(C)c(=O)n2C | -1.1
CNC(=S)NC1CC2CCCC(C1)N2Cc1ccco1 (stereo not given) | -2.2
CCOc1ncccc1C(=O)OCc1cc(=O)oc2c(C)c(C)ccc12 | 0.16
Cc1ccc(C(=O)NCCSc2ccccc2)cc1S(=O)(=O)Nc1ccccc1 | -5.8*
CC(=O)N1CCc2cc(NS(=O)(=O)c3cccs3)ccc21 | -0.1
CN(Cc1ccc(-n2cccn2)cc1)C(=O)c1cnn2c1NC(c1ccco1)CC2C(F)(F)F (stereo not given) | -7.6*
COc1cc(OC)c2c(c1O)OC(c1ccccc1)CC2=O (stereo not given) | 0.36
CCOC(=O)C1CCCN(C(=O)c2cc3ncc(Br)cn3n2)C1 (stereo not given) | 0.56
CCCC1(C(=O)OCC)NC(c2ccc(N(C)C)cc2)C2C(=O)N(c3ccc(F)cc3)C(=O)C21 (stereo not given) | -2.8
CC(C)OC(=O)C(NC(=O)c1ccccc1)=C1CCCCC1 | 0.081
COc1ccc(-n2c(C(C)n3nc(C)c([N+](=O)[O-])c3C)n[nH]c2=S)cc1 (stereo not given) | -0.67
O=S(=O)(NCC1CCCO1)c1ccc(S(=O)(=O)N(Cc2ccc(F)cc2)C2CCCCC2)cc1 (stereo not given) | -0.14
[O-][N+]1=C2CCC/C(=N\O)C2=NC12CCCCC2 | 0.00078
NC(=O)c1cccc2c3c([nH]c12)CCCC3 | -0.33
Cc1cccc(NC(=O)CN(c2ccc(C(C)C)cc2)S(=O)(=O)c2c(C)nn(C)c2C)n1 | -3.2
CCN1CCC(=NNC(=O)CC23CC4CC(CC(C4)C2)C3)CC1 | 0.0062
O=C(CN1C2CCCC1CC(NC(=O)c1ccccc1)C2)Nc1nccs1 (stereo not given) | 0.96
CCCCOc1ccc(CNC(=O)NS(=O)(=O)c2ccc(OCC(C)C)cc2)cc1 | -5.3*
Cc1cc2occ(CC(=O)Nc3nnc(C4CC4)s3)c2cc1C | 0.036
Cc1nc(S(=O)(=O)N(C)Cc2ccccc2)c(C#N)c(C)c1Cl | 0.12
Cc1ccc(CNC(=O)CSCC(=O)O)cc1 | -0.82
O=C(NCCN1CCOCC1)c1ccc2c(c1)N(Cc1ccccc1)CCS2 | -0.34
Cc1cccc(OCC(=O)Nc2ccccc2N2CCN(C(=O)C(C)C)CC2)c1C | -4.9*
COc1ccc(NC(=O)C2(c3ccc(NC(=O)c4ccc(OC)c(OC)c4)cc3)CCCC2)cc1 | 0.73
Cc1ccc(NC(=O)c2cc3ccccc3o2)cc1S(=O)(=O)N(C)C | 0.091
COCCn1c(=N)c(C(=O)NCCc2ccc(OC)cc2)cc2c(=O)n3cccc(C)c3nc21 | 2

Already shown: three of the compounds above.
SMILES | Cav32 inh
Cc1nc(S(=O)(=O)N(C)Cc2ccccc2)c(C#N)c(C)c1Cl | 0.12
Cc1ccc(CNC(=O)CSCC(=O)O)cc1 | -0.82
O=C(NCCN1CCOCC1)c1ccc2c(c1)N(Cc1ccccc1)CCS2 | -0.34

(list continues)
SMILES | Cav32 inh
CCN(CC)c1ccc(NC(=O)c2cccc(OC)c2)c(C)c1 | -1.2
Cn1c(NC(=O)c2ccccc2)cc(=O)n(C)c1=O | 0.3
CCOC(=O)C1CCCN(C(=O)c2cc(=O)c3ccccc3o2)C1 (stereo not given) | 0.78
CCOc1cc(/C=N/N=C(\N)c2nonc2N)cc(Br)c1OCc1cccc2ccccc12 | 0.13
Cc1c2cccn2cc[n+]1C | -0.72
COc1ccc(C(=O)/C=C/c2ccccc2C(F)(F)F)cc1 | -2.4
Cc1cc(C)n2cc(CSc3nnnn3-c3ccc(Cl)cc3)nc2n1 | 0.84
CCCCN1C(=O)N(C)C2NC(=O)NC21 (stereo not given) | -0.023
CC(=O)CSc1nnc(CSc2ncccn2)n1C1CCCCC1 | -3.5
O=C(NC1CCCC1)C(c1ccccc1)N(Cc1ccc2c(c1)OCO2)C(=O)Cc1cccs1 (stereo not given) | -5.9*
NC(=O)CC(NSc1ccccc1[N+](=O)[O-])C(=O)O (stereo not given) | -0.35
CC(C)n1cnc2c(N(C)c3ccccc3)nc(N(CCN(C)C)Cc3ccccc3)nc21 | -2.4
CC1(C)CC(=O)C2=C(C1)N(N1CCOCC1)C(N)=C(C#N)C2c1cccnc1 (stereo not given) | 0.94
C/C(=N\O)C(=O)NCCN1CCCCC1 | 0.44
COc1ccc2[nH]c(=O)c(CN(Cc3ccc4c(c3)OCO4)C(C)=O)cc2c1 | -0.3
CSc1nncn1/N=C/c1ccc2c(c1)OCO2 | 0.4
COc1ccc(-c2csc(C3=C(O)CN(Cc4ccc(S(N)(=O)=O)cc4)C3=N)n2)cc1OC | 0.022
Cc1onc(-c2ccccc2Cl)c1C(=O)Nc1ccc(N2CCOCC2)cc1 | -0.3
Cc1ccc(C(=O)CC(C(=O)O)c2cn(CCC#N)c3ccccc23)cc1 (stereo not given) | 0.85
N#Cc1ccc(C23CC4(C2)[C@H](CN(CC2CCCCC2)[C@@H]4c2ccccc2)C3c2ccc(C(F)(F)F)cc2)cc1 (stereo not given in full) | -0.89
CCOC(=O)N1CCN(C(=O)c2cn(CCOC)c(=O)c3c2c2ccccc2n3C)CC1 | 0.97
CCOC(=O)C1CCN(C(=O)C2c3ccccc3C(=O)N(C)C2c2ccc(OC)cc2)CC1 (stereo not given) | 2.2
Cc1cc(C)c(C#N)c(SCS(=O)Cc2ccccc2)n1 (stereo not given) | -0.45
O=C(NC1CCCCCC1)C1CCN(S(=O)(=O)c2ccc(F)cc2)CC1 | -0.36
COc1ccc(OC)c(C2CC(=O)c3c([nH]c(C(=O)OC(C)C)c3C)C2)c1 (stereo not given) | -2.2
Cc1ccc(CCN2CC(C(=O)N3CCN(c4ccc(F)cc4)CC3)CC2=O)cc1 (stereo not given) | 0.021
Fc1ccc(Cn2nnnc2C(c2ccc(Cl)cc2)N2CCSCC2)cc1 (stereo not given) | -7.1*
COc1cc(NC(=O)CSc2nnc(Cn3nnc4ccccc43)n2C)cc(OC)c1 | 0.68
CCSc1oc(-c2ccccc2)nc1S(=O)(=O)c1ccccc1 | -2.6
O=C(NCCc1csc(-c2cccnc2)n1)c1ccco1 | 0.69
Cc1c(/C(O)=C2\C(=O)C(=O)N(CCN(C)C)C2c2cccs2)cnn1-c1ccccc1 (stereo not given) | 1.1
CCn1cc(C2=NCC(C)O2)c2ccccc21 (stereo not given) | -2.9
CCn1c(C2CC(=O)N(c3cc(C)cc(C)c3)C2)nc2ccccc21 (stereo not given) | -1.2
COc1cnc(NS(=O)(=O)c2ccc(N)cc2)nc1 | -0.085
CCOc1cc2[nH]c(=O)n(Cc3cccc(OC)c3)c(=O)c2cc1OCC | 0.052
CCCOC(=O)C1=C(C)NC2=C(C(=O)C(C(=O)OC)C(C)C2)C1c1ccc(N(CC)CC)cc1 (stereo not given) | -7.3*
CC(C)[C@@H]1NC(=O)c2cc([N+](=O)[O-])cc(I)c2NCCC[C@@H](C(=O)NC(CC(=O)O)C(N)=O)NC(=O)[C@H](CO)NC1=O (stereo not given in full) | 0.1
CCCn1c(SCC(=O)Nc2sc(C)c(C)c2C(=O)OCC)nc2c1c(=O)n(C)c(=O)n2C | 0.34
Cc1cc(C)c(C#N)c(SCC(=O)c2ccc(Cl)cc2Cl)n1 | 0.061
N#CC1=C(N)Oc2cc(O)ccc2C1c1cccs1 (stereo not given) | -3
O=C(COC(=O)c1cccs1)Nc1ccccc1 | -0.027
CCCCCc1c(C)nc(Nc2nc(C)c3cc(OC)ccc3n2)[nH]c1=O | -3.8*
Cc1cccc(CN(CC(=O)N/N=C/c2cccs2)S(=O)(=O)c2ccc(Cl)cc2)c1 | -2.6
Cc1ccc(C)c(S(=O)(=O)N2CCN(C(=O)c3cnccn3)CC2)c1 | 0.84
CCOC(=O)CN1C(=O)C(C)(C)Oc2ccc(C(=O)Nc3ccccc3)cc21 | -0.5
CC1=CCC2C(=O)N(c3ccc(Br)cc3C)C(=O)C2C1 (stereo not given) | -1.1
CCCc1nc2c(s1)CCc1onc(-c3ccc(OC)cc3)c1-2 | -0.9
COc1cccc(C(=O)Oc2cc3c4c(c2)C(C)=CC(C)(C)N4C(=O)C3=O)c1 | -0.97
O=C(CCSc1nnc(-c2ccco2)o1)Nc1ccc(Cl)cc1 | -1.6
CCO[C@H]1OC(C(=O)NCc2nc3ccccc3[nH]2)=C[C@@H](C)[C@@H]1CCCO | 1.7
Cc1ccc(C(=O)C(OC(=O)CN2C(=O)c3ccccc3C2=O)c2ccccc2)cc1C (stereo not given) | -5.1*
CCN1CCN(C(=O)CN(c2ccccc2C)S(C)(=O)=O)CC1 | 0.5
Cc1ccc(N(C=NC#N)CC(=O)N2CCN(c3ccccc3)CC2)cc1 | 0.81
O=C(CSc1nc2cccnc2n1Cc1ccccc1)NCc1ccco1 | -0.56
CSc1ccc(S(=O)(=O)NCc2ccc(Cl)cc2Cl)cc1 | -0.16
CCN1C=C(Cc2ccccc2C)C2=C(C1)C(c1ccccc1C)C(C#N)=C(N)O2 (stereo not given) | -0.32
CC(C)(C)C(=O)Cn1c(NCCCO)nc2ccccc21 | 0.02
COC(=O)CCn1nnc(-c2ccc(C)cc2)n1 | 0.079

Among those listed so far, 13 have a cyano group:
SMILES | Cav32 inh
Cc1cc(C)c(C#N)c(SCCS(=O)(=O)Cc2ccc(Cl)cc2)n1 | -0.38
COCc1cc(C)c(C#N)c(=S)[nH]1 | 1
N#CC1=C(N)N(c2ccccc2C#N)C2=C(C(=O)CCC2)C1c1ccsc1 (stereo not given) | 0.46
COC(=O)[C@@H]1[C@@H](C#N)C2(c3ccccc3-c3ccccc32)N(c2ccc(Cl)cc2)N1C#N | -0.18
Cc1nc(S(=O)(=O)N(C)Cc2ccccc2)c(C#N)c(C)c1Cl | 0.12
CC1(C)CC(=O)C2=C(C1)N(N1CCOCC1)C(N)=C(C#N)C2c1cccnc1 (stereo not given) | 0.94
Cc1ccc(C(=O)CC(C(=O)O)c2cn(CCC#N)c3ccccc23)cc1 (stereo not given) | 0.85
N#Cc1ccc(C23CC4(C2)[C@H](CN(CC2CCCCC2)[C@@H]4c2ccccc2)C3c2ccc(C(F)(F)F)cc2)cc1 (stereo not given in full) | -0.89
Cc1cc(C)c(C#N)c(SCS(=O)Cc2ccccc2)n1 (stereo not given) | -0.45
Cc1cc(C)c(C#N)c(SCC(=O)c2ccc(Cl)cc2Cl)n1 | 0.061
N#CC1=C(N)Oc2cc(O)ccc2C1c1cccs1 (stereo not given) | -3
Cc1ccc(N(C=NC#N)CC(=O)N2CCN(c3ccccc3)CC2)cc1 | 0.81
CCN1C=C(Cc2ccccc2C)C2=C(C1)C(c1ccccc1C)C(C#N)=C(N)O2 (stereo not given) | -0.32
